NOD1 NF-kB reporter – NOD1 signaling inhibitors, primary screen, cell-based, luminescence, uHTS (AID 1578). NOD1-driven NF-kB luciferase reporter cells, luminescence; higher % means a stronger effect. inhibition, % at 4 µM; hits with a dose series show EC50 in µM. hit rate 1% among 290,000; in the data active = inhibition mostly above about 36%, no sharp cut-off; inactive = mostly below about 34%;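 note: HEK-293T reporter cells stimulated with the NOD1 agonist gamma-tri-DAP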
KOR beta-arrestin-1 – KOR agonists, beta-arrestin recruitment, primary screen, cell-based, luminescence, uHTS (AID 1777). hit rate 0.02% among 280,000. activation, % at 10 µM; hits with a dose series show EC50 in µM. KOR beta-arrestin recruitment, luminescence; higher % means a stronger effect; in the data active = activation above about 50%, passing the limit was not always enough; note: a part of the inactive calls stands beside numbers as strong as those of hits
KOR beta-arrestin-2 – kappa opioid receptor blockers – cell-based, luminescence, uHTS (AID 1778); one-dose inhibition, % at 10 µM; IC50 in µM for titrated hits; KOR beta-arrestin recruitment, luminescence, antagonist mode; higher % means a stronger effect; hit rate 0.091% among 290,000; in the data active = inhibition above about 50%; note: strong numbers were not always called active
NTR1 agonist – NTR1-driven beta-arrestin-GFP spot formation – imaging, U2OS cells, high content, primary screen (AID 493036); agonist mode; activation, % at 20 µM; hit rate 0.17% among 330,000;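 active = activation at or above 40% of the spot to cytoplasm intensity ratio, with at least 20 cells analyzed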;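 note: 0% = DMSO without peptide and 100% = 100 nM NTR1 peptide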
Target sequence (P30989 whole entry, looked up): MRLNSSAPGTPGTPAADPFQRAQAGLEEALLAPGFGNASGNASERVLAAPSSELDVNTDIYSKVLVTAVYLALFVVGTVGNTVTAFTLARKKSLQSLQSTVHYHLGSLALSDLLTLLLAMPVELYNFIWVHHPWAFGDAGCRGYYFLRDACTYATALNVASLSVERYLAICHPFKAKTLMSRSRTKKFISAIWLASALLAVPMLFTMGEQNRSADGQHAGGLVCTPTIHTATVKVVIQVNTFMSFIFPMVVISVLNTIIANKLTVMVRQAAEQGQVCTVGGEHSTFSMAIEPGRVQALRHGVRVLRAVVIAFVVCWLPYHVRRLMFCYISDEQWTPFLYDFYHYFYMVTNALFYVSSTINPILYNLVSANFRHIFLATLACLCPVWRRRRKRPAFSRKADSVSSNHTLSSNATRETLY
Rac1 GTP hydrolysis – MgcRacGAP GTPase-activating activity inhibitors, confirmation, biochemical, ADP Hunter fluorescence; MgcRacGAP-stimulated Rac1 GTP hydrolysis, ADP Hunter fluorescence; higher % means a stronger effect; GST-tagged Rac1 F28L mutant substrate; inhibition, % at 30 µM, or IC50 in µM where a hit was titrated; AID 624330; hit rate 0.6% among 340,000;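 active = first-screen hits whose inhibition reached a set limit at any dose in the follow-up dose series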;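 note: fluorescence reports GDP produced by GAP-driven GTP hydrolysis; strong numbers were not always called active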
UTI89 phage lysis – inhibition of K1F phage lysis, E. coli UTI89, bacterial capsule biogenesis inhibitors, alamar blue (AID 488966); E. coli UTI89 K1F phage lysis, alamar blue, 2 h; higher % means a stronger effect; one-dose inhibition, % at 100 µM; IC50 in µM for titrated hits; hit rate 0.02% among 340,000;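 active = phage lysis inhibition, versus mean bacterial control, above a set limit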;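 note: capsule biogenesis inhibitors block K1F phage lysis so surviving cells raise fluorescence; higher fluorescence means more inhibition of phage lysis; actives were called in the ten point dose series up to 300 µM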
GPR35 antagonists – inhibition of zaprinast-stimulated GPR35 beta-arrestin translocation – imaging, U2OS, beta-arrestin-GFP, zaprinast agonist, primary screen (AID 2058); U2OS GPR35 beta-arrestin-GFP translocation imaging, zaprinast antagonism; higher % means a stronger effect; one-dose inhibition, % at 10 µM; IC50 in µM for titrated hits; hit rate 0.052% among 290,000;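 active = inhibition of at least 50% with at least 30 cells and total cytoplasm GFP at most 10,000,000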
GPR55 LPI antagonism – GPR55 antagonists blocking LPI-driven arrestin recruitment, primary screen, imaging, U2OS, beta-arrestin-GFP, LPI agonist (AID 2013) | U2OS GPR55 beta-arrestin-GFP translocation imaging, LPI antagonism; higher % means a stronger effect | inhibition, % at 10 µM, or IC50 in µM where a hit was titrated | hit rate 0.13% among 290,000;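 active = spots per cell inhibited over 60%, with over 100 cells counted and total cytoplasm intensity under 500,000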;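 note: U2OS cells stably carrying GPR55 and arrestin-GFP stimulated by 5 µM LPI near EC80; imaged beta-arrestin-GFP aggregate spots per cell after agonist stimulation; plate controls were LPI-stimulated DMSO wells for no effect and DMSO wells without LPI for full effect; some results filed as inactive read as strong as hits; confirmed hits need IC50 under 10 µM and bright autofluorescent wells are also inconclusive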
GPR55 activation – selective activators of receptor GPR55 – imaging, U2OS cells, beta-arrestin-GFP redistribution, primary screen (AID 1961) | U2OS GPR55 beta-arrestin-GFP redistribution imaging; higher % means a stronger effect | one-dose activation, % at 10 µM; EC50 in µM for titrated hits | hit rate 0.048% among 290,000;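 active = activation above 40% with more than 50 cells counted in the well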;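 note: U2OS osteosarcoma cells stably expressing GPR55 and beta-arrestin-GFP; plate controls were DMSO negative control for no effect and LPI positive control for full effect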
NTR1 agonist cell count 20 µM – also measured in NTR1 agonist; calls as there; cell count; measured here: cell count, cytotoxicity flag
Starred values were filed as active, the others as inactive; x = no result given; [ ] = another dose, or the depositor's remark. Only part of the results is shown. The share of hits here may be higher or lower than overall.

SMILES	NOD1 NF-kB reporter	KOR beta-arrestin-1	KOR beta-arrestin-2	NTR1 agonist	NTR1 agonist cell count 20 µM	Rac1 GTP hydrolysis	UTI89 phage lysis	GPR35 antagonists	GPR55 LPI antagonism	GPR55 activation
Cc1ccc(S(=O)(=O)N2CCN(C(=O)NCc3ccc(C(=O)O)cc3)CC2)cc1	-18%	0.9%	-26%	-1.1	48	5%	0.5%	9%	-3%	-0.2%
CCNC(=S)N/N=C(\C)c1ccc2ccccc2c1	-46%	-0.1%	-20%	6.7	51	x	x	-1%	15%	0.1%
CCOC(=O)CC1C(=O)NCCN1C(=O)Nc1ccccc1 (stereo not drawn)	-8%	-1.0%	18%	-0.3	42	8%	0.2%	4%	-12%	0.1%
CN1C(=O)C(CC(=O)NC2CCCCC2)N(C)C1=O (stereo not drawn)	-39%	-1.4%	1%	1.2	45	4%	0.1%	-9%	-3%	-0.5%
CC1CC(O)(CC(O)(c2ccccc2)c2ccccc2)C(C)CN1C (stereo not drawn)	-1%	-1.6%	-20%	-1.4	45	9%	0.2%	12%	-3%	0.0%
CC(=O)Nc1ccc(NC(=O)C2CCCN2/C=C/C(=O)C(F)(F)F)cc1 (stereo not drawn)	-4%	-5.2%	21%	2.3	61	-1%	0.2%	1%	4%	-0.3%
Nc1nc2c(s1)C(=O)CCC2	-1%	-3.2%	18%	-1.1	51	5%	0.1%[50 µM]	-13%	7%	-0.2%
O=C(/C=C/c1ccccc1)NC(=S)NNC(=O)c1cccnc1	-5%	0.5%	-38%	-1.1	75	5%	-0.4%	5%	13%	-0.1%
O=C(CCn1c2c(c3ccccc31)CCCC2)NNC(=O)c1ccccc1[N+](=O)[O-]	48%	-0.5%	95%	0.8	38	1%	5.9%	-2%	-16%	0.6%
CCCN1C(=O)c2cc(C(=O)Nc3ccccc3CC)ccc2C1O (stereo not drawn)	0%	-7.1%	13%	0.2	61	4%	-0.3%	5%	-8%	-0.1%
CCN1CCN(CC(=O)N2c3ccccc3CC2C)CC1 (stereo not drawn)	3%	1.3%	-25%	2.2	44	23%	6.8%	1%	9%	-0.2%
CC(C(=O)Nc1ccc(F)c(F)c1F)N1CCCCCC1 (stereo not drawn)	-18%	-3.5%	31%	-1.5	43	10%	2.8%	8%	1%	-0.4%
O=C(N/N=C/c1sc2ccccc2c1O)c1cccc2ccccc12	-35%	4.9%	10%	x	x	53µM*	1.8%[50 µM]	-12%	-2%	0.0%
COc1ccc2cc(S(=O)(=O)c3ccccc3)c(=O)oc2c1	-2%	2.2%	-30%	0.2	44	10%	0.0%	8%	13%	-0.1%
CCc1ccc(NC(=O)[C@H](C)NC(=O)C2CCN(C(=O)[C@@H](N)CC(C)C)CC2)cc1	-12%	1.1%	-24%	-0.7	89	6%	0.1%	18%	12%	-0.2%
CC1(C)C2([N+](=O)[O-])CN3CC1([N+](=O)[O-])CN(C2)C3c1ccccc1 (stereo not drawn)	8%	-1.7%	13%	-0.4	56	9%	0.6%	10%	4%	-0.1%
O=C1/C(=C/c2ccncc2)SC(=S)N1Cc1ccccc1	-3%	-1.8%	-90%	17	55	23%	-0.5%	11%	-3%	0.6%
C/C(=N\NC(=O)c1cc(C)[nH]n1)C(C)(C)C	-31%	3.0%	1%	0.3	59	6%	1.5%	0%	7%	-0.5%
Cc1nc2cc(NC(=O)N3CCCCC3)ccc2n1C	-36%	-4.7%	7%	0.2	54	11%	0.4%	2%	-2%	-0.4%
CCN(CC)S(=O)(=O)c1cc([N+](=O)[O-])ccc1NNC(=O)Nc1ccccc1	-23%	-0.9%	34%	-1.5	89	x	x	2%	8%	-0.4%

Overlap with the part before: 4 compounds, followed by the next part.
SMILES	NOD1 NF-kB reporter	KOR beta-arrestin-1	KOR beta-arrestin-2	NTR1 agonist	NTR1 agonist cell count 20 µM	Rac1 GTP hydrolysis	UTI89 phage lysis	GPR35 antagonists	GPR55 LPI antagonism	GPR55 activation
O=C1/C(=C/c2ccncc2)SC(=S)N1Cc1ccccc1	-3%	-1.8%	-90%	17	55	23%	-0.5%	11%	-3%	0.6%
C/C(=N\NC(=O)c1cc(C)[nH]n1)C(C)(C)C	-31%	3.0%	1%	0.3	59	6%	1.5%	0%	7%	-0.5%
Cc1nc2cc(NC(=O)N3CCCCC3)ccc2n1C	-36%	-4.7%	7%	0.2	54	11%	0.4%	2%	-2%	-0.4%
CCN(CC)S(=O)(=O)c1cc([N+](=O)[O-])ccc1NNC(=O)Nc1ccccc1	-23%	-0.9%	34%	-1.5	89	x	x	2%	8%	-0.4%
O=C(CCn1c(=O)oc2ccccc21)NCCN1CCOCC1	-9%	-6.0%	7%	0.1	45	6%	0.3%	2%	5%	-0.1%
CC(=O)NCc1nnc2c3ccccc3c(-c3ccccc3)nn12	-39%	-2.8%	-10%	0.4	74	-1%	-0.2%	-10%	3%	-0.2%
COc1ccc(-c2nc(CN3CCCCC3CCc3ccccn3)c(C)o2)cc1 (stereo not drawn)	-23%	x	6%[20 µM]	-0.3	47	-1%	-0.4%	-3%	11%	-0.1%
CCNC(=O)COc1ccc(Br)cc1Cl	-12%	-2.9%	36%	2.8	80	-3%	0.2%	-11%	0%	-0.1%
CC(=O)N1CCOc2ccc(S(=O)(=O)N3CCC(C(=O)Nc4cc(C)cc(C)c4)CC3)cc21	-12%	-2.9%	14%	0.7	40	9%	0.3%	8%	6%	-0.1%
Cc1nn(CC2CC2)c(=O)n1-c1ccccc1F	-56%	-4.5%	8%	-0.4	68	-2%	0.1%	-7%	12%	0.1%
Cc1ccc(C)c(NC(=O)CC2Oc3ccccc3NC2=O)c1 (stereo not drawn)	-6%	3.6%	2%	-0.5	99	-3%	0.2%	-4%	-4%	-0.1%
Cc1cccc(OCC(=O)Nc2nc3ccc([N+](=O)[O-])cc3s2)c1	56%	2.5%	-24%	-0.7	64	3%	7.8%	0%	8%	0.0%
CC(NC(=O)CCCC1CCCCC1)c1ccc(S(N)(=O)=O)cc1 (stereo not drawn)	-36%	3.3%	-27%	-0.4	60	-1%	-0.3%	-8%	5%	-0.1%
CN1CCC(OC(=O)c2ccccc2Cl)CC1	-8%	1.7%	16%[20 µM]	-0.3	95	3%	1.7%	3%	3%	0.3%
CCCOc1ccc(/C(O)=C2/C(=O)C(=O)N(CCCn3ccnc3)C2c2cccnc2)cc1 (stereo not drawn)	-9%	0.7%	12%	0.5	66	x	x	-2%	2%	0.0%
Brc1ccc(CSc2ccc3nnc(-c4cccnc4)n3n2)cc1	27%	-2.1%	-42%	11	63	1%	0.1%	6%	-2%	0.1%
Cc1ccc(C2N=C(N)Nc3nc(=O)c4ccccc4n32)cc1 (stereo not drawn)	-4%	3.6%	40%	0.5	61	-2%	0.2%	-6%	3%	0.6%
CCC1CN(C(=O)NCc2ccc(C)cc2)c2ccccc2O1 (stereo not drawn)	-13%	1.5%	-27%	0.5	97	6%	-0.6%[50 µM]	-7%	-7%	-0.3%
Cc1cc(Cl)c(S(=O)(=O)NC(C(=O)O)c2ccccc2)cc1OCC(N)=O (stereo not drawn)	-12%	0.1%	2%	-1.4	72	10%	-0.4%	-2%	3%	-0.1%
CCO[C@@H]1OC(C(=O)NC2CC2)=C[C@H](c2ccc3c(c2)OCO3)[C@H]1CCCO	-18%	1.0%	1%	-0.3	90	9%	2.3%	-7%	-5%	-0.2%
Cc1oc(-c2ccccc2F)nc1CS(=O)CC(=O)NCc1ccc2c(c1)OCO2 (stereo not drawn)	21%	-4.1%	1%	-2.2	84	-1%	-2.4%	2%	12%	-0.1%
Cc1c(C(=O)Nc2ccc3c(c2)CCC3)cccc1[N+](=O)[O-]	-23%	-1.8%	-7%	5.0	74	9%	4.7%[50 µM]	-2%	11%	-0.1%
O=C(c1cccc(C(F)(F)F)c1)C1CCCN(C(=O)CN2CCCC2=O)C1 (stereo not drawn)	-17%	x	1%[20 µM]	0.6	40	-3%	-0.3%	0%	1%	0.2%
CCCOc1ccc(-c2nnc(-c3cccs3)o2)cc1	-31%	0.1%	20%	6.3	52	10%	0.4%	-3%	1%	0.8%
Cc1ccc(C(C(=O)NC2CCCC2)N(C(=O)c2csnn2)c2ccccc2)o1 (stereo not drawn)	-12%	4.3%	21%	4.1	44	5%	-0.2%	-14%	14%	1.2%
CC1CCC/C(=N\NC(=O)COc2ccc(Cl)cc2Cl)C1 (stereo not drawn)	11%	-3.4%	-18%	1.0	59	1%	0.2%	-3%	5%	0.2%
CC(=O)Nc1ccc(N2C(=O)CC(N3CC(C)OC(C)C3)C2=O)cc1 (stereo not drawn)	-11%	1.2%	-27%	0.6	49	9%	0.9%	-13%	-7%	-0.3%
O=c1[nH]snc1N1CCOCC1	-23%	-5.5%	28%	0.6	31	10%	0.0%	-9%	5%	-0.3%
O=C(Cc1ccc2c(c1)CCCC2)Nc1ccccc1Cl	x	0.4%	-14%	-0.1	56	4%	0.1%[50 µM]	7%	-5%	-0.1%
Cc1cc(C)c2c(N)c(C(=O)NN3CC(=O)N(c4ccccc4F)CC3=O)sc2n1	-30%	-5.0%	-10%	-1.0	33	9%	1.6%	10%	1%	-0.4%
COc1ccccc1-c1nnc2sc(COc3ccc(F)cc3)nn12	-4%	1.8%	-19%	-0.6	85	11%	-0.1%	9%	-12%	-0.1%
Cn1nc(C(=O)Nc2nc3ccc(S(C)(=O)=O)cc3s2)ccc1=O	-19%	1.2%	-33%	-0.4	53	-2%	-0.5%	10%	1%	0.3%
CC(C)N(Cc1nccn1C)C(=O)c1cc(COc2ccc3ncccc3c2)on1	8%	x	-12%	1.1	73	8%	0.9%	-5%	5%	-0.2%
C/C(=N\OCC(=O)N/N=C/c1ccccc1O)c1cccs1	25%	5.1%	2%	-0.8	93	2%	-0.4%	4%	5%	1.8%
CN(C)S(=O)(=O)c1cccc(NC(=O)COC(=O)CNC(=O)c2cccc([N+](=O)[O-])c2)c1	-5%	-0.3%	3%	0.7	57	2%	0.0%	6%	-2%	-0.1%

Screens: PubChem, several laboratories
